From PubChem
S100A4 inh HTS = blocks human S100A4 binding to myosin IIA peptide; P26447; S100A4/TAMRA-MyoIIA peptide fluorescence polarization; inhibition, % at 10.7 µM; actives 0.14% (n = 360,000); AID 652163;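 active means mean inhibition of at least 70% across replicates, with every replicate also reaching that level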
Target sequence (P26447 whole entry, looked up): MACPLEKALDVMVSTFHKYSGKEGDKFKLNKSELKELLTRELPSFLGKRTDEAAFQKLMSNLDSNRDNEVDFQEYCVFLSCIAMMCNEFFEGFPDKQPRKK
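assay system = human S100A4 monomer with TAMRA-labelled myosin IIA peptide | also added = labelled myosin peptide probe, 5 nM | incubation = 5 min between mix addition and reading | control set = DMSO and TFP controls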
Casp6 inh = blocks human caspase-6 cleavage activity. P55212. purified caspase-6, Z-VEID-R110 cleavage fluorescence. inhibition, % at 12.5 µM. actives 0.53% (n = 350,000). AID 686996;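 active means mean inhibition across replicates at least about 35%, with every replicate also reaching that limit, limit read from the data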;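 further: 0% = median of neutral control wells and 100% = no fluorescence left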
Target sequence (P55212 24-179 limits assumed): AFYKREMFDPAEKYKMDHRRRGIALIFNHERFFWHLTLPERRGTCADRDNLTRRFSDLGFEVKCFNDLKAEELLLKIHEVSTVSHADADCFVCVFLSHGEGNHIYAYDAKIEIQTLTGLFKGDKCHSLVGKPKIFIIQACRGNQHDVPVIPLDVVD
Target sequence (P55212 194-293 limits assumed): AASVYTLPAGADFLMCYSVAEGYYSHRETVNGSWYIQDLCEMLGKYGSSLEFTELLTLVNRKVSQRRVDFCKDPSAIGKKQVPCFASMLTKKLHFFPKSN
Statin myotox sup = suppression of simvastatin myotoxicity; rescue of ATP level, % at 7.49 µM; actives 0.78% (n = 330,000); C2C12 myotubes + simvastatin, ATP luminescence, 48 h; scaled: DMSO 0, geranylgeraniol control 100;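 active means mean ATP rescue above about 67%, or every replicate alone reaching that limit, limit read from the data, passing the limit was not always enough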;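 further: myotubes were challenged with 10 µM simvastatin during compound exposure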
esBAF inh = SWI/SNF esBAF complex inhibition; mouse ES cells, Bmi1-luciferase knock-in reporter, 24 h; 100% = twice the neutral-well signal; reporter increase, % at 12.5 µM; actives 2% (n = 350,000); in the data active means activation above about 40%;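 further: 0% = median of the plate's neutral control wells and 100% = double that signal; a rise in the Bmi1 reporter signal indicates esBAF inhibition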
FN deposition inh = fibronectin deposition inhibition; AH1F fibroblasts, Alexa488-fibronectin deposition fluorescence, overnight; inhibition, % at 12.6 µM; actives 0.086% (n = 350,000);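 active means mean inhibition across replicates of 30% or more, regardless of how many single replicates reach that level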;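 further: positive control wells lacked labelled fibronectin entirely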
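test system = AH1F fibroblasts assembling fluorescent fibronectin matrix | quantity = 10000 AH1F cells per well | buffer or medium = DMEM plus 2% serum, read in PBS | doses = single dose, pinned | incubation = 1 h cell attachment, overnight exposure to compound and label | detection = fluorescence at 485 nm excitation, 525 nm emission | read-out basis = inhibition from reduced deposited-fibronectin fluorescence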
SIRT5 block = blocks human SIRT5 desuccinylation of peptide | Q9NXA8 | Purified SirT5, succinyl-peptide AMC, trypsin-coupled fluorescence | inhibition, % at 15 µM | actives 1.1% (n = 330,000) | AID 652115; in the data active means inhibition above about 15%
Target sequence (Q9NXA8 whole entry, looked up): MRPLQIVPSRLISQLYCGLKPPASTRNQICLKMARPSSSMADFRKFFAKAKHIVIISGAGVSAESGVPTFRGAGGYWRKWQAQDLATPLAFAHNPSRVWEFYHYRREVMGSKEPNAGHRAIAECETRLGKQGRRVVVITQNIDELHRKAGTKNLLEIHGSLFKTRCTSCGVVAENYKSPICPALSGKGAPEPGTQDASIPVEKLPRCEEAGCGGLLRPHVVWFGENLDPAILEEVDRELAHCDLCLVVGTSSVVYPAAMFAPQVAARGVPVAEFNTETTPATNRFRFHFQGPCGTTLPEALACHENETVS
LGR2 inh = Drosophila LGR2 receptor signaling inhibition | AID 720647 | actives 0.35% (n = 380,000) | HEK293 LGR2, CRE-luciferase, bursicon-stimulated, 4 h | inhibition, % at 9.99 µM;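 active means drop in luminescence signal, shown as inhibition above about 50% in the replicate tests, limit read from the data, passing the limit was not always enough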;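 further: agonist challenge used bursicon conditioned medium at about half maximal strength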
An asterisk follows results filed as active; / = no result given.

Letter code: A = S100A4 inh HTS; B = Casp6 inh; C = Statin myotox sup; D = esBAF inh; E = FN deposition inh; F = SIRT5 block; G = LGR2 inh
> COc1ccc(/C=N/NC(=O)CCn2nnc3ccccc32)cc1
  A = -5; B = -1; C = /; D = /; E = 2; F = -2; G = /
> CCC(C)(C)NC(=O)CN(C(=O)CNS(=O)(=O)c1ccccc1)c1ccccc1
  A = /; B = /; C = 101*; D = -3; E = /; F = /; G = -2
> CO[C@@H]1CC[C@@H]2CCOc3ccc(C#N)cc3C(=O)N(C)C[C@H](c3ccccc3)CC(=O)N(C)C[C@H]1O2
  A = 19; B = 8; C = -13; D = -5; E = 5; F = -5; G = -6
> Cc1cccc(C(=O)OCC(=O)c2c(N)n(CC(C)C)c(=O)n(C)c2=O)c1O
  A = -5; B = 1; C = /; D = /; E = /; F = 4; G = 13
> CC(C)CC(=O)Nc1ccc2c(c1)OCO2
  A = 5; B = 0; C = /; D = /; E = 7; F = -5; G = -23
> Cc1nc2nc(C)c(CCC(=O)N3CCc4ccccc43)c(C)n2n1
  A = /; B = /; C = 1; D = 4; E = 12; F = /; G = 0
> Cc1ccc2cc(CCNC(=O)C(=O)c3c[nH]c4ccccc34)c(=O)[nH]c2c1
  A = -9; B = -1; C = /; D = /; E = /; F = -1; G = 11
> O=C(O)CC(c1ccc(Cl)cc1)n1cccc1 (stereo not drawn)
  A = /; B = /; C = 5; D = -1; E = /; F = /; G = 1
> CC(C)C(=O)Nc1ccc2c(c1)C(=O)N(C)[C@H]1CC[C@H](CC(=O)Nc3cccc(F)c3)O[C@@H]1CO2
  A = 78*; B = 2; C = 11; D = 3; E = -4; F = -1; G = 11
> COCC(=O)N1[C@H](C#N)[C@@H](c2ccccc2C2=CCCCC2)[C@H]1CO
  A = -3; B = -2; C = /; D = /; E = -2; F = 0; G = 11
> COc1ccc(NC(=O)CN(C)S(=O)(=O)c2ccc3c(c2)CCC(=O)N3)c(OC)c1
  A = -2; B = -1; C = /; D = -1; E = 1; F = 0; G = 11
> Cc1ccc(N2C(=O)c3ccc(N)cc3C2=O)cc1
  A = /; B = /; C = 19; D = 67*; E = 1; F = /; G = /
> Cc1c(Cl)cccc1NC(=S)NCc1ccc(Cl)cc1
  A = 6; B = -1; C = /; D = /; E = 9; F = -4; G = -3
> NS(=O)(=O)c1ccc(CNC(=O)c2ccc3c(=O)n4c(nc3c2)CCC4)cc1
  A = 2; B = -1; C = 8; D = 1; E = -4; F = -1; G = -10
> CCOC(=O)c1ccc(N2C(=O)CC(N(Cc3ccc4c(c3)OCO4)C(=O)Nc3ccccc3)C2=O)cc1 (stereo not drawn)
  A = 9; B = 1; C = 1; D = -2; E = /; F = 3; G = 4
> COc1cc(NC(=O)CSc2cc(C)c3cc(C)cc(C)c3n2)c(C(=O)O)cc1OC
  A = -7; B = 1; C = -17; D = -3; E = -9; F = -1; G = 7
> O=C(C[C@H]1CC[C@@H]2[C@H](COC[C@@H](O)CN2S(=O)(=O)c2ccc(F)cc2)O1)NCC1CC1
  A = 7; B = 0; C = -4; D = 1; E = 4; F = -9; G = -3
> COc1cccc(NC(=O)CN(C)C(=O)CNC(=O)c2ccc3ccccc3c2)c1
  A = 16; B = 7; C = -10; D = /; E = 1; F = -1; G = -22
> CN(C)C(=O)[C@H]1[C@H](CO)[C@H]2Cn3c(ccc(-c4ccncc4)c3=O)[C@@H]1N2CC1CCCC1
  A = -6; B = 0; C = -5; D = 0; E = /; F = 1; G = -7
> Cc1ccc(S(=O)(=O)N(C)[C@H]2C[C@H]3c4[nH]c5ccccc5c4CCN3C[C@H]2[C@H](C)O)cc1
  A = 0; B = 5; C = 9; D = 2; E = 0; F = -2; G = 0
> C[C@@H]1CN([C@@H](C)CO)S(=O)(=O)c2ccc(C#CC3CC3)cc2O[C@H]1CN(C)Cc1ccncc1
  A = -1; B = 2; C = -46; D = 0; E = -1; F = 1; G = -5
> CC(C)OC(=O)N(C)C[C@H]1OCc2ccccc2-c2ccccc2C(=O)N([C@@H](C)CO)C[C@@H]1C
  A = -21; B = 1; C = -8; D = -5; E = -2; F = -5; G = 16
> Cc1c(Cl)cnc(NC(=O)CSc2nnnn2C)c1Cl
  A = -12; B = 4; C = -6; D = -1; E = -5; F = 3; G = -8
> COc1ccc(C2C3(C#N)C(N)=NC(OC)(OC)C23C#N)cc1 (stereo not drawn)
  A = -7; B = 1; C = /; D = /; E = 4; F = 18*; G = /
> CSc1ccc(CN2CCC(CO)(CCOc3ccccc3)CC2)cc1
  A = -3; B = 1; C = 11; D = -13; E = -3; F = 3; G = /
> CO[C@H]1CN(C)C(=O)c2cc(NC(C)=O)ccc2OC[C@H](C)N(C(=O)CC2CC2)C[C@@H]1C
  A = 2; B = 0; C = -2; D = -5; E = -1; F = -1; G = -4
> COc1ccc2c(c1OC)C(=O)OC2Nc1ncc(Br)cc1Br (stereo not drawn)
  A = /; B = /; C = 9; D = -4; E = -2; F = /; G = /
> COc1cc(OC)c(N2CC(C(=O)Nc3cc(Cl)ccc3N3CCOCC3)CC2=O)cc1Cl (stereo not drawn)
  A = -1; B = 1; C = -48; D = 4; E = 5; F = 0; G = 3
> Cc1cc(OC(=O)c2ccccc2C)c([N+](=O)[O-])c(=O)[nH]1
  A = -1; B = 5; C = 3; D = 0; E = 0; F = -4; G = -2
> COc1ccccc1C(=O)Nc1ccnn1C1CCN(Cc2cnn(C)c2)CC1
  A = -2; B = -6; C = /; D = /; E = -10; F = 0; G = 5
> COc1ccc(CN2CCN(C(=O)CCC(=O)Nc3nnc(C(F)(F)F)s3)CC2)cc1F
  A = 2; B = -1; C = 4; D = -2; E = -12; F = 3; G = -32
> Cc1cccc(C)c1OCC(=O)Nc1cccc(S(=O)(=O)N2CCCCCC2)c1
  A = -4; B = 1; C = 6; D = -1; E = 6; F = 4; G = -14
> COc1ccc(C(=O)n2cnc3ccccc32)cc1
  A = 2; B = 4; C = 5; D = -10; E = -3; F = 14; G = 20
> COCOc1cccc(CN2CCC2(C)C(=O)Nc2cc(OC)ccc2OC)c1 (stereo not drawn)
  A = 2; B = -1; C = 3; D = 2; E = 24; F = /; G = 27
> Cc1ccc(-c2cn(-c3ccccc3)c3[n+]2CCCS3)cc1
  A = -2; B = -3; C = -223; D = -15; E = -7; F = 0; G = 8
> Cc1cccc(C(=O)NCC(=O)OCC(=O)c2ccc(Cl)s2)c1
  A = -7; B = -1; C = -3; D = -2; E = -2; F = -1; G = -3
> CC1CN(C(=S)Nc2ccc(Br)cc2Cl)CC(C)O1 (stereo not drawn)
  A = 3; B = -1; C = -7; D = 4; E = 2; F = -3; G = 2
> Nc1nc(SCc2ccccc2Cl)nc2nc3c(cc12)CCCC3
  A = /; B = /; C = -3; D = 5; E = 1; F = /; G = 9
> CC1(C)NC(=O)N(CC(=O)OCc2cc(=O)n3cc(Br)ccc3n2)C1=O
  A = -4; B = -8; C = /; D = /; E = 8; F = 0; G = -18
> CC(c1ccccc1)C(CC(=O)O)C(=O)NC1CCCCC1 (stereo not drawn)
  A = 0; B = -2; C = 14; D = -6; E = -2; F = /; G = 1
> CN1C(=O)N(CC(=O)NCc2ccc(Cl)cc2Cl)C(=O)C12CCCCC2
  A = -7; B = -2; C = -18; D = 4; E = -1; F = 0; G = -7
> Cc1oc(C2CC2)cc1C(=O)O
  A = /; B = /; C = 1; D = -3; E = -1; F = /; G = /
> COCC(=O)N1[C@H](CO)[C@@H]2c3ccccc3N(C(=O)Nc3cc(F)ccc3F)C[C@@H]21
  A = 4; B = 0; C = -16; D = 0; E = /; F = 3; G = -5
> CCOc1ccc(NC(=O)CN(C)C(=O)c2nc3nc(C)cc(C)n3n2)cc1OCC
  A = 0; B = 4; C = 8; D = -5; E = -29; F = -3; G = 0
> Cc1ccc(NC(=S)NC(=O)CC2CC(C)(C)OC2=O)cc1 (stereo not drawn)
  A = -1; B = 0; C = -13; D = 3; E = -4; F = 0; G = 0

Entries of single compounds, quoted from the list. Values in the order: S100A4 inh HTS | Casp6 inh | Statin myotox sup | esBAF inh | FN deposition inh | SIRT5 block | LGR2 inh
COc1ccc(CN2CCN(C(=O)CCC(=O)Nc3nnc(C(F)(F)F)s3)CC2)cc1F is listed with 2 | -1 | 4 | -2 | -12 | 3 | -32
COc1ccc(C(=O)n2cnc3ccccc32)cc1 is listed with 2 | 4 | 5 | -10 | -3 | 14 | 20
Cc1cccc(C)c1OCC(=O)Nc1cccc(S(=O)(=O)N2CCCCCC2)c1 is listed with -4 | 1 | 6 | -1 | 6 | 4 | -14
CN1C(=O)N(CC(=O)NCc2ccc(Cl)cc2Cl)C(=O)C12CCCCC2 is listed with -7 | -2 | -18 | 4 | -1 | 0 | -7
CC(c1ccccc1)C(CC(=O)O)C(=O)NC1CCCCC1 (stereo not drawn) is listed with 0 | -2 | 14 | -6 | -2 | / | 1

Carrying on:
Letter code: A = S100A4 inh HTS; B = Casp6 inh; C = Statin myotox sup; D = esBAF inh; E = FN deposition inh; F = SIRT5 block; G = LGR2 inh
> CCOC(=O)C1CCN(C(=O)CSc2nccc(C)n2)CC1
  A = -1; B = 4; C = 3; D = -1; E = /; F = -3; G = -2
> CC(C)c1ccc(S(=O)(=O)N2CCN(C(=O)CCNC(=O)Nc3ccccc3)CC2)cc1
  A = 3; B = 6; C = -15; D = 3; E = 6; F = -3; G = -6
> CNC[C@H]1Oc2ccc(NC(=O)Nc3ccccc3)cc2CC(=O)N([C@H](C)CO)C[C@@H]1C
  A = -10; B = -2; C = -18; D = 3; E = /; F = -6; G = 24
> Cc1ccc(S(=O)(=O)Nc2ccc3c(c2)C(=O)N([C@H](C)CO)C[C@@H](C)[C@@H](CN(C)S(=O)(=O)c2ccc(C)cc2)OCCCC[C@H](C)O3)cc1
  A = -2; B = /; C = /; D = 4; E = -3; F = 2; G = -1
> Cc1cccc(C)c1NC(=O)C1(C)CSCC(=O)N1Cc1cccc(C(F)(F)F)c1 (stereo not drawn)
  A = -5; B = 0; C = /; D = /; E = 10; F = 0; G = -20
> COc1ccc(OC)c(NC(=O)CCCSc2ccccc2)c1
  A = 7; B = 2; C = 3; D = 0; E = -1; F = 1; G = 0
> Cn1cccc1CC(=O)NNC(=S)Nc1ccccc1Cl
  A = -6; B = 6; C = /; D = /; E = 2; F = 1; G = -36
> Cc1noc(C)c1NC(=O)Nc1ccc2c(c1)C(=O)N([C@H](C)CO)C[C@H](C)[C@H](CN(C)C(=O)Nc1ccc(F)cc1)O2
  A = -9; B = 0; C = -14; D = 5; E = 7; F = -2; G = 1
> O=C(COc1ccc(F)cc1Cl)Nc1ccc(N2CCOCC2)cc1N1CCOCC1
  A = 0; B = 4; C = -2; D = -1; E = -3; F = -1; G = 25
> COC[C@@H]1NS(=O)(=O)c2ccc(Br)cc2O[C@H]1c1ccccc1
  A = -3; B = 6; C = -9; D = -2; E = 1; F = 0; G = -2
> Cc1noc(C)c1NC(=O)Nc1ccc2c(c1)C(=O)N([C@H](C)CO)C[C@H](C)[C@H](CN(C)S(=O)(=O)c1ccc(F)cc1)OCCCC[C@@H](C)O2
  A = 16; B = 1; C = /; D = 2; E = /; F = 0; G = -9
> CC(C)N1CC(COc2ccc(Br)cc2)OC1=O (stereo not drawn)
  A = -4; B = 1; C = -19; D = 6; E = 4; F = -3; G = 2
> C[C@@H]1CN([C@H](C)CO)C(=O)c2cccc(NS(=O)(=O)c3ccccc3)c2O[C@H]1CN(C)Cc1ccc(C(F)(F)F)cc1
  A = 2; B = 5; C = 14; D = 0; E = /; F = -3; G = 20
> CC1(C(=O)NCC2CCOCC2)Cc2c(-c3cccc(C(F)(F)F)c3)ccnc2O1 (stereo not drawn)
  A = 1; B = -1; C = -9; D = 1; E = 2; F = /; G = 6
> COc1cccc(-c2ccc([C@@H]3[C@H]4CN(C(=O)c5ccncc5)CC(=O)N4[C@H]3CO)cc2)c1
  A = -6; B = 2; C = /; D = /; E = /; F = 2; G = 1
> CCc1c(C)c2cc(Cl)c(O)c(CN(C)C)c2oc1=O
  A = -5; B = 8; C = 1; D = -4; E = /; F = -190; G = -10

These rows are one share of the data (hit frequency here may not be typical).
